TTR transcr act – activators of transthyretin transcription | SH-SY5Y TTR promoter Gaussia luciferase, luminescence; 100% = recombinant luciferase protein wells | activation, % at 16.7 µM | 92,000 compounds, 1.3% hits | AID 1117267;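 active means activation above the mean of all tested compounds plus 3 SD, cut at about 9.5% in these data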;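 further: cells exposed to compounds for one day before reading; 0% = median of all test compound wells on the plate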
An asterisk follows results filed as active. The list is partial; rates above refer to the full screens.

structure	TTR transcr act
NC(=O)/C=C\c1cn(-c2ccccc2)nc1-c1ccc2c(c1)OCCO2	0.3
COc1cc(/C=C2\COC/C(=C\c3ccc(O)c(OC)c3)C2=O)ccc1O	-5.7
CCCCC1(C)NC(=O)N(CC(=O)N2CCc3ccccc32)C1=O (stereo not drawn)	0.7
COC(=O)c1cc(OC)c(OC)cc1NC(=O)CN1CCOCC1	-1.0
Cc1cccc(N=C(NO)c2nonc2N)c1	5.9
CO[C@H]1CN(C)C(=O)c2cc(NC(=O)c3ccccc3)ccc2OC[C@H](C)NC[C@@H]1C	1.4
Cc1ccccc1OCC1Cn2c(nc3c2c(=O)[nH]c(=O)n3C)O1 (stereo not drawn)	-1.4
COc1ccc(NC(=S)N2CCCCCC2)cc1OC	-1.2
Cc1ccc(-n2c(=O)c3ccc(C(=O)NCc4ccco4)cc3n(Cc3ccccc3C#N)c2=O)cc1	2.7
O=C(COc1ccc(Cl)cc1[N+](=O)[O-])N/N=C/c1cccs1	-1.8

(listing goes on)
structure	TTR transcr act
CCN(CC)S(=O)(=O)c1ccc(C(=O)OCC(=O)c2ccc3c(c2)NC(=O)CO3)cc1	1.9
Cc1ccc(OCC(O)Cn2c(N3CCOCC3)nc3c2c(=O)[nH]c(=O)n3C)cc1 (stereo not drawn)	-0.4
O=S(=O)(c1ccc(Cl)cc1)N1CN(CC2CCCO2)c2nc3ccccc3nc21 (stereo not drawn)	2.9
O=C(COC(=O)c1ccc2c(c1[N+](=O)[O-])C(=O)c1ccccc1C2=O)NC1CC1	-2.5
Cc1c(N=C/C=C2/N(C)c3ccccc3C2(C)C)c(=O)n(-c2ccccc2)n1C	0.8
Cc1cc(Cl)c(OCCn2ccnc2)c(Br)c1	1.6
O=C(/C=C/NCc1cccnc1)c1ccc(Br)cc1	-1.4
CN(CCc1cnn(C)c1)C(=O)CCc1nnc(CCCc2ccccc2)o1	1.1
Cc1cccc(OCCCC(=O)Nc2nc3ccccc3[nH]2)c1	0.7
O=C(COc1ccc(F)cc1)NCCNC(=O)COc1ccc(F)cc1	3.0

Remaining list, next part
structure	TTR transcr act
COc1cccc(NC(=O)CN(C)C(=O)CC(C)c2ccccc2)c1 (stereo not drawn)	1.3
c1ccc2c(c1)ncn2-c1cncnc1	0.3
CCn1cc([N+](=O)[O-])c(C(=O)Nc2ccn(Cc3ccccc3)n2)n1	9.2
Cn1cc(S(=O)(=O)NC[C@H]2O[C@@H](n3ccc(=O)[nH]c3=O)[C@H](O)[C@@H]2O)cn1	-0.9
Nc1cc(OC(=O)c2ccccc2Br)nn1S(=O)(=O)c1ccccc1	-3.0
O=C(c1nc(SCc2ccc([N+](=O)[O-])cc2)n2ccccc12)C(F)(F)F	0.7
CCOc1cc(C=O)cc(Br)c1OCC(N)=O	-1.5
CN1N=C(C(=O)N2CCCC(Nc3ccc(F)c(F)c3)C2)CCC1=O (stereo not drawn)	-0.2
Nc1nc2ccccc2n1/N=C/c1ccc(Br)cc1	-1.2
CC(=O)N1CCCc2cc(S(=O)(=O)CCC(=O)N3CCN(c4cccc(C)c4)C(C)C3)ccc21 (stereo not drawn)	-1.4

Later entries:
structure	TTR transcr act
Cc1[nH]ccc2c1[nH]c1cc(=O)ccc12	1.4
CN(Cc1ccccc1)C(=O)C1CCC(CNS(=O)(=O)c2cccc3cccnc23)CC1 (stereo not drawn)	-0.7
Clc1ccc(Cn2ncc3c(NCCN4CCOCC4)ncnc32)cc1	-0.8
O=C(O)c1ccc(N/N=C/C2=C(N3CCOCC3)C(=C\c3ccccc3)/CC2)cc1	3.9
CC1=C(C(=O)N(C)C)CC(CC(=O)NC2CCCCC2)C(=O)N1Cc1ccccc1 (stereo not drawn)	0.7
CCN(CC)C(=O)CSc1nc2cc3c(cc2c(=O)n1Cc1ccc2c(c1)OCO2)OCO3	1.8
O=C(C1=NNCC1c1ccccc1)C1OC1c1ccccc1 (stereo not drawn)	1.8
COc1cccc(S(=O)(=O)Nc2ccc(C(O)(C(F)(F)F)C(F)(F)F)cc2)c1	-1.1
CCOC(=O)c1c(CN2CCN(c3ccccc3)CC2)oc2ccc(O)cc12	-1.7
COc1ccc(/C=C/C(=O)c2cc(Br)ccc2O)cc1OC	3.6

The listing continues:
structure	TTR transcr act
COc1ccccc1NC(C)=O	1.9
CN(C)/C=C/C(=O)c1ccccc1F	-2.1
Nc1c(C(=O)c2ccccc2)sc2c1c(=O)[nH]c(=O)n2-c1ccccc1	-2.6
CC1CN(CC(=O)c2c(N)n(Cc3ccccc3)c(=O)n(C)c2=O)CC(C)O1 (stereo not drawn)	-1.6
Cc1cccc(C(=O)N2CCC(=O)N([C@H](COCc3ccccc3)Cc3ccccc3)CC2)c1	4.3
Cc1cccc(C)c1NC(=O)C(NC(=O)c1ccccn1)c1ccccc1[N+](=O)[O-] (stereo not drawn)	-0.3
O=C(c1ccc2c(c1)OCO2)N1CCN(c2ncccn2)CC1	-1.0
COCCNC(=S)Nc1ccc([N+](=O)[O-])cc1C	1.8
Cn1cccc1CC(=O)N/N=C/c1ccc(Cl)c([N+](=O)[O-])c1	-1.9
COc1ccccc1OCC(=O)OCC(=O)Nc1sccc1C(N)=O	-0.8

Other results
structure	TTR transcr act
Cc1ccnc(NS(=O)(=O)Cc2ccccc2)c1	-0.4
Cc1cc(/C([O-])=C(/C(=S)Nc2ccc(F)cc2)[n+]2ccccc2)c(C)n1-c1ccc(F)cc1	6.8
O=C(Nc1ccc(C(F)(F)F)cc1[N+](=O)[O-])O[C@H]1[C@H](Cc2ccccc2)NS(=O)(=O)[C@H]2C[C@@H]3C=C[C@]12O3	9.2
CCN=C1S/C(=C/c2cc(C)n(-c3ccc(Cl)cc3F)c2C)C(=O)N1CC	-1.5
O=C(COc1ccc(-c2nnco2)cc1)Nc1ccc(F)c(Cl)c1	0.4
COc1ccccc1N(C)S(=O)(=O)c1ccc(Cl)c(C(=O)NCc2ccco2)c1	-0.7
CN1C2CCC1CC(NC(=O)c1ccc(Cl)cc1)C2 (stereo not drawn)	0.1
c1ccc(CCNc2ccc3c(c2)Cc2ccccc2-3)nc1	0.8
Nc1nc(SCC(=O)Nc2ccc(Br)cc2F)n[nH]1	-0.6
COC(=O)C1CCN(CC(=O)Nc2ccc3c(c2)OCCO3)CC1	1.4

Further entries follow:
structure	TTR transcr act
COc1ccccc1CNC(=O)/C=C/c1ccc(S(=O)(=O)NCc2ccco2)cc1	-1.5
Cc1ccc(O)c(NC(=O)c2cc(-c3ccccc3Cl)on2)c1	-2.9
O=C(CCCN1C(=O)c2ccccc2C1=O)Nc1sc2c(c1C(=O)NCc1ccco1)CCC2	0.9
CC(C)CC(=O)NC(Nc1ccccc1F)C(Cl)(Cl)Cl (stereo not drawn)	4.9
CCc1ccc(N2CC(C(=O)N/N=C/c3ccccc3)CC2=O)cc1 (stereo not drawn)	1.6
CC(C)N(C(=O)[C@H]1C[C@H](CC(=O)NCCC2=CCCCC2)C(=O)N2CCc3c([nH]c4cc(-c5ccco5)ccc34)[C@]12C)C(C)C	4.2
O=C(NCCc1ccccc1)C1CCN(C(=O)c2ccc([N+](=O)[O-])cc2)CC1	-1.8
Cc1ccc(NC(=O)C(=O)NCC2CCCO2)cc1 (stereo not drawn)	1.1
O=C(CSc1nnc(-c2ccc(C(F)(F)F)cn2)s1)c1ccccc1	-0.6
CCN(CC(=O)NCc1ccc(Cl)cc1)C(=O)C(C)Sc1ccccc1 (stereo not drawn)	-1.0

Further records:
structure	TTR transcr act
CSCCC(NS(=O)(=O)c1ccc(C)c(C(=O)O)c1)C(=O)O (stereo not drawn)	1.6
CCN1CCN(c2nc(C)c3c(n2)CCCC3=O)CC1	3.5
COCCCNc1nc2ccccc2nc1NS(=O)(=O)c1ccc(F)cc1	0.8
Cc1ccc(C(=O)OCC(=O)N(C)C2CCS(=O)(=O)C2)cc1[N+](=O)[O-] (stereo not drawn)	-1.6
CCCOc1ccc(Cl)cc1CN1CCOCC1	1.1
Fc1ccc(Oc2ccc3nnc(C(F)(F)F)n3n2)cc1	-2.7
Cc1c(N=Cc2ccc(-c3ccc(Cl)cc3)o2)c(=O)n(-c2ccccc2)n1C	-1.8
O=C1OCCC1Sc1nc2ccccc2c(=O)n1-c1ccc(F)cc1 (stereo not drawn)	-1.5
COc1ccc(/C=N/NC(=O)c2ccc(COc3ccccc3Cl)o2)c(OC)c1C	3.5
COc1ccccc1C(=O)N/C(=C\c1ccc2c(c1)OCO2)C(=O)NCCc1nc2ccccc2[nH]1	2.4

(cont.)
structure	TTR transcr act
O=C(Cn1c(=O)cnc2ccccc21)Nc1ccccc1N1CCOCC1	3.7
O=[N+]([O-])c1ccc(/C=N/Nc2nc(NCc3ccccc3)nc(N3CCOCC3)n2)cc1	3.8
O=C(NC(=S)Nc1ccccn1)c1cncc(Br)c1	-0.4
COc1ccc(S[C@]2(C(=O)N3CCOCC3)CC(=O)N(c3ccc(Cl)cc3)[C@@H]2c2ccc(OC)cc2)cc1	-1.3
CN(C)S(=O)(=O)c1ccc(C(=O)Nc2nc3ccccc3[nH]2)cc1	-0.3
CCCCC(=O)N(C)c1c(C)nc2ccc(C(=O)N3CCN(S(=O)(=O)CC)CC3)cn12	-1.5
CCC(C(=O)OC(C)C)c1ccc2ccccc2c1 (stereo not drawn)	-1.0
N#CC1=C(N)OC2=C(C(=O)CCC2)C12C(=O)N1CCCc3cccc2c31 (stereo not drawn)	-0.6
NC1=C([N+](=O)[O-])C(c2ccc(F)cc2)C2=C(CCCC2=O)O1 (stereo not drawn)	-0.1
Clc1ccccc1Cn1nnc2c(N3CCCC3)ncnc21	-0.7

Next entries follow:
structure	TTR transcr act
Cc1cccc(/C=C/c2nc3ccccc3c(=O)n2Cc2ccccc2)c1	-1.4
Cc1cc(C(=O)NCCN2CCCCC2C)n(-c2ccccc2)n1 (stereo not drawn)	-1.4
O=C1c2ccccc2-c2c1c1ccccc1c(=O)n2CCO	1.6
CCN1C(=O)[C@H]2[C@@H](c3ccc(C)cc3)N3C(=O)N(c4ccc(C)cc4)C(=O)[C@@]3(CC)[C@H]2C1=O	0.5
Cc1ccc(S(=O)(=O)N2C[C@H]3[C@H]4C(=O)N(c5ccccc5)C(=O)[C@H]4C[C@H](OC(=O)Nc4c(C)noc4C)[C@@]3(O)C2)cc1	-0.8
O=S(=O)(NCC(c1ccco1)N1CCN(c2ccccc2)CC1)c1ccc(F)cc1 (stereo not drawn)	-0.9
O=[N+]([O-])c1ccc2nc(-c3ccccc3)oc2c1	-1.6
COc1ccc(C(C)=O)cc1COC(=O)CNC(=O)c1ccc(Cl)cc1	2.5
CCn1c(=O)n(CC)c2cc(N3CCCC3)c(NC(=O)c3cccc(Cl)c3)cc21	2.3
COc1cc(/C=C/C(=O)c2cccc([N+](=O)[O-])c2)cc(OC)c1OC	-5.0

Further records.
structure	TTR transcr act
Cc1c(Cl)cccc1NC(=O)c1cc(C2CC2)on1	-0.1
Cc1cccc(N(Cc2ccccc2)C(=O)CN2C(=O)NC3(CCCC3)C2=O)c1	-1.3
O/N=C1\CCCc2ccc(Cl)cc21	0.3
O=C(c1ccccc1)N(Cc1ccccc1)Cc1ccccc1	0.3
COc1ccc(/C(O)=C2/C(=O)C(=O)N(Cc3cccnc3)C2c2ccncc2)cc1F (stereo not drawn)	7.8
O=C1CN(C(=O)COC(=O)CCC(=O)c2ccc(F)cc2)c2ccccc2N1	1.4
O=C(CSc1nc(NS(=O)(=O)c2ccccc2)cc(=O)[nH]1)Nc1ccc(F)cc1	6.0
Cc1ccc(C(=O)OCC(=O)c2c(N)n(C)c(=O)n(C)c2=O)cc1S(=O)(=O)N1CCCCC1	2.0
O=C(COC(=O)C1(c2ccc(Cl)cc2)CCCC1)N1CCc2ccccc21	-0.2
O=C(c1ccc(-c2ccccc2Cl)s1)N1CCOCC1	1.8

Continued.
structure	TTR transcr act
CSc1ccccc1C(=O)C1CCCN(Cc2cnn(-c3ccccc3)c2)C1 (stereo not drawn)	-0.4
CCC1=NN2C(=N)/C(=C\c3cccn3-c3ccc(Cl)cc3)C(=O)N=C2S1	-1.8
COc1ccccc1Nc1nc(-c2cccnc2)cs1	0.6
O=C(CCC(=O)OCCCC(F)(F)C(F)(F)F)Nc1ccc(Cl)cc1Cl	0.3
CSc1nc2nc3c(cc2c(=O)n1-c1ccccc1C)CCCC3	0.2
O=C(CN1CCN(C2CCCCC2)CC1)Nc1cccc2ccccc12	0.1
O=C(O)/C(=C\c1ccc(Br)cc1)c1ccc(S(=O)(=O)N2CCCCC2)s1	1.3
Cc1nn(C)c(C)c1S(=O)(=O)Nc1ccc2c(c1)OCO2	1.6
COc1cc(CNCc2ccccn2)ccc1OCc1c(Cl)cccc1Cl	-2.2
O=C(NC1CCCCC1)C1CCC(CNS(=O)(=O)c2cccc3nsnc23)CC1 (stereo not drawn)	-2.6
Fc1ccccc1COc1ccc2ccccc2c1CNc1nn[nH]n1	0.4
COc1ccc(CNC(=O)CSc2cccc3cccnc23)cc1	0.7
Cc1cc2c(=O)n(CC(=O)N3CCN(c4ccc(F)cc4)CC3)cnc2s1	0.1

Source: PubChem
